Bioassay records (PubChem)
Prostate diff – promotes differentiation of LNCaP prostate cells; side scatter shift, % at 10 µM; 24,000 compounds, 0.56% hits; flow cytometry side scatter, 4 d;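 active means side scatter shift above 30%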;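 further: androgen-responsive LNCaP prostate cancer cells in charcoal-stripped serum medium; percent of cells past a gate set so DMSO wells show 10% shift; higher shift means more granular cells and more differentiation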
VLA-4 agonist – allosterically activates the human VLA-4 integrin | Jurkat cells, LDV-FITC binding, flow cytometry | activation, % at 10 µM (by protocol) | 24,000 tested, under 10 active | AID 528;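 active means fluorescent ligand binding to cells raised by more than 40% of the manganese-induced maximum; inconclusive means compound's own fluorescence above 85% of the ligand control signal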;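 further: 0% = ligand binding without compound and 100% = manganese-stimulated maximal binding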
Target sequence (P13612 whole entry, looked up): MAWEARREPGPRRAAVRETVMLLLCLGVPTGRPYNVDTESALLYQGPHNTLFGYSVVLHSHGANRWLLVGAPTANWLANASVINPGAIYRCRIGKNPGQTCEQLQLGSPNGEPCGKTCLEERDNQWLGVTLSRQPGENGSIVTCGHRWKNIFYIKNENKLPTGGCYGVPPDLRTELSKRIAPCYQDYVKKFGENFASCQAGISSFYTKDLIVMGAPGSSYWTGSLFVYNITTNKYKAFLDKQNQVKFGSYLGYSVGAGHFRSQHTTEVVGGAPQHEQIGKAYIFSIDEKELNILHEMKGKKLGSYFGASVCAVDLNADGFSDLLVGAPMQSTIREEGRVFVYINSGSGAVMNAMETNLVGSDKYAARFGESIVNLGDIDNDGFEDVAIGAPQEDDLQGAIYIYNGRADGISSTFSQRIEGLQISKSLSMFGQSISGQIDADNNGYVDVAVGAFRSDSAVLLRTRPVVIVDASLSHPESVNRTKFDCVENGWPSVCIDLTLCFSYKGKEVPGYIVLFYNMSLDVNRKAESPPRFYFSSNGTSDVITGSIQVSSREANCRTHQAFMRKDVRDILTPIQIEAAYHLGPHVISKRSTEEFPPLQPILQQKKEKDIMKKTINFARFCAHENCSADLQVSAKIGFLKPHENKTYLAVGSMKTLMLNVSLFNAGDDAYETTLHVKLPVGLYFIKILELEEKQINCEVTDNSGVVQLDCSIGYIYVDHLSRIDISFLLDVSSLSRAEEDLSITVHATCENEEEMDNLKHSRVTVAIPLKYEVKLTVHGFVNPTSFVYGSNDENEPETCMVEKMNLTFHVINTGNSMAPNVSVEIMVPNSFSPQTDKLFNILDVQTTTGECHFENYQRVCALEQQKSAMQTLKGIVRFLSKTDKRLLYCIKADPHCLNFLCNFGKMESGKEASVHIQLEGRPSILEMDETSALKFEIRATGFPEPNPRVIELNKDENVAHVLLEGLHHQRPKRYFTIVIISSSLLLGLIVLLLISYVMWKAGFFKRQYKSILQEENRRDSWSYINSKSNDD
Autofluor Jurkat – counter-screen for VLA-4 integrin: compound autofluorescence in Jurkat cells; 24,000 compounds, 0.61% hits; fluorescence ratio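 (tested at 10 µM compound in the well)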; flow cytometry; hits give high values; 1 = vehicle-only cell background;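 active means fluorescence ratio above 2.44, which is 1 plus 3 SD of all ratios; inconclusive means signal too bright to measure linearly, ratio around 10 or more; inactive means fluorescence ratio below 2.44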;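 further: green fluorescence of cells measured with 488 nm excitation and 530 nm emission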
VLA-4 antagonist – inhibitors of LDV-FITC ligand binding to Mn2+-activated human VLA-4 integrin | 24,000 compounds, 0.2% hits | Jurkat cells, LDV-FITC binding with Mn2+, flow cytometry; 100% = Mn2+-driven binding gain fully reversed | inhibition, % at 10 µM (by protocol);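 active means inhibition above 50%; inconclusive means compound itself fluorescent, judged against control cell fluorescence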;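 further: 0% = Mn2+ stimulated cells lacking compound and 100% = ligand binding without Mn2+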
Starred values were filed as active, the others as inactive; u = inconclusive; x = not tested or not shown. The list is partial. The share of hits here may be higher or lower than overall.

Preview:
1) O=C(CC1CCCCC1)NCc1ccccn1
2) COCCOC(=O)c1[nH]c2c(c1C)C(=O)CC(c1cc(OC)ccc1OC)C2 (configuration not stated)
3) CC(=O)N1CCCc2cc(S(=O)(=O)N3CCc4ccccc4C3)ccc21
4) Cc1ccc(-c2nc(CS(=O)(=O)CC(=O)N3CC(C)CC(C)C3)c(C)o2)cc1 (configuration not stated)
5) COc1ccccc1NC(=O)CSc1nnc(-c2ccncc2)o1
6) CCOC(=O)C1CCCN(C(=O)c2cccs2)C1 (configuration not stated)
7) COC(=O)c1ccccc1NC(=O)CSc1nc2c(c(=O)n(C)c(=O)n2C)n1C
8) Cc1cccc(N2CCN(C(=O)CCNC(=O)Cn3ccc4ccccc4c3=O)CC2)c1C

screen / no.	1	2	3	4	5	6	7	8
Prostate diff	8	3	13	7	1	13	11	11
VLA-4 agonist	-9	-8	2	4	-2	2	0	-10
Autofluor Jurkat	1	1	1.1	1	1.1	1	1.1	1.2
VLA-4 antagonist	-35	15	5	-8	-5	-1	-5	-6

9) COc1ccc(NC(=O)N(Cc2cccnc2)Cc2ccccc2Cl)c(OC)c1
10) COc1ccc(C(=O)Nc2ccc3oc(-c4cccc(F)c4)nc3c2)cc1OC
11) Cc1cc(Nc2cccc(C)c2C)n2nc(C)nc2n1
12) CCOC(=O)C1CCN(C(=O)C2CCN(S(=O)(=O)c3cccc4cccnc34)CC2)CC1
13) CCOC(=O)C1CCN(C(=O)CCNC(=O)c2cc(OC)c(OC)c(OC)c2)CC1
14) CCOC(=O)C1=C(O)CCn2c1nc1ccccc12
15) O=c1[nH]c2ccc(Cl)cc2c(=O)n1Cc1ccco1
16) CCOC(=O)c1ccc(N2C(=O)CC(Sc3nnc(C)s3)C2=O)cc1 (configuration not stated)

screen / no.	9	10	11	12	13	14	15	16
Prostate diff	9	17	10	6	4	x	7	7
VLA-4 agonist	0	-11	-5	-6	u	u	0	u
Autofluor Jurkat	1.1	1.1	1	0.97	1.1	1	1	1.2
VLA-4 antagonist	5	20	-6	7	u	u	-8	u

17) Cc1ccc(C(=O)NC(Cc2c[nH]c3ccccc23)C(=O)O)o1 (configuration not stated)
18) COc1ccccc1-c1noc(-c2cccnc2)n1
19) CCOc1ccccc1C(=O)NCCCn1ccnc1

screen / no.	17	18	19
Prostate diff	8	15	12
VLA-4 agonist	10	5	-2
Autofluor Jurkat	0.94	0.98	1
VLA-4 antagonist	-22	-22	-6

The whole of this part (from the top)
1) O=C(CC1CCCCC1)NCc1ccccn1
2) COCCOC(=O)c1[nH]c2c(c1C)C(=O)CC(c1cc(OC)ccc1OC)C2 (configuration not stated)
3) CC(=O)N1CCCc2cc(S(=O)(=O)N3CCc4ccccc4C3)ccc21
4) Cc1ccc(-c2nc(CS(=O)(=O)CC(=O)N3CC(C)CC(C)C3)c(C)o2)cc1 (configuration not stated)
5) COc1ccccc1NC(=O)CSc1nnc(-c2ccncc2)o1
6) CCOC(=O)C1CCCN(C(=O)c2cccs2)C1 (configuration not stated)

screen / no.	1	2	3	4	5	6
Prostate diff	8	3	13	7	1	13
VLA-4 agonist	-9	-8	2	4	-2	2
Autofluor Jurkat	1	1	1.1	1	1.1	1
VLA-4 antagonist	-35	15	5	-8	-5	-1

7) COC(=O)c1ccccc1NC(=O)CSc1nc2c(c(=O)n(C)c(=O)n2C)n1C
8) Cc1cccc(N2CCN(C(=O)CCNC(=O)Cn3ccc4ccccc4c3=O)CC2)c1C
9) COc1ccc(NC(=O)N(Cc2cccnc2)Cc2ccccc2Cl)c(OC)c1
10) COc1ccc(C(=O)Nc2ccc3oc(-c4cccc(F)c4)nc3c2)cc1OC
11) Cc1cc(Nc2cccc(C)c2C)n2nc(C)nc2n1
12) CCOC(=O)C1CCN(C(=O)C2CCN(S(=O)(=O)c3cccc4cccnc34)CC2)CC1

screen / no.	7	8	9	10	11	12
Prostate diff	11	11	9	17	10	6
VLA-4 agonist	0	-10	0	-11	-5	-6
Autofluor Jurkat	1.1	1.2	1.1	1.1	1	0.97
VLA-4 antagonist	-5	-6	5	20	-6	7

13) CCOC(=O)C1CCN(C(=O)CCNC(=O)c2cc(OC)c(OC)c(OC)c2)CC1
14) CCOC(=O)C1=C(O)CCn2c1nc1ccccc12
15) O=c1[nH]c2ccc(Cl)cc2c(=O)n1Cc1ccco1
16) CCOC(=O)c1ccc(N2C(=O)CC(Sc3nnc(C)s3)C2=O)cc1 (configuration not stated)
17) Cc1ccc(C(=O)NC(Cc2c[nH]c3ccccc23)C(=O)O)o1 (configuration not stated)
18) COc1ccccc1-c1noc(-c2cccnc2)n1

screen / no.	13	14	15	16	17	18
Prostate diff	4	x	7	7	8	15
VLA-4 agonist	u	u	0	u	10	5
Autofluor Jurkat	1.1	1	1	1.2	0.94	0.98
VLA-4 antagonist	u	u	-8	u	-22	-22

19) CCOc1ccccc1C(=O)NCCCn1ccnc1
20) COc1ccccc1N1CCN(C/C(O)=C(\C#N)c2nc(-c3ccccc3)cs2)CC1
21) Cc1ccc(S(=O)(=O)N2CCN(C(=O)N3CCOCC3)C2c2ccc(N(C)C)cc2)cc1 (configuration not stated)
22) CC(=O)c1ccc(N2CCN(C(=O)c3ccc4c(=O)n(-c5ccccc5)c(=O)[nH]c4c3)CC2)cc1
23) CC(C)C(=O)N(c1ccc2oc(=O)sc2c1)S(=O)(=O)c1cccs1
24) N#Cc1cnn(Cc2ccc(Cl)cc2)c1N

screen / no.	19	20	21	22	23	24
Prostate diff	12	15	9	0	12	2
VLA-4 agonist	-2	-6	2	u	-15	-5
Autofluor Jurkat	1	1.1	1	1.1	1.2	1
VLA-4 antagonist	-6	-4	-7	u	3	-16

25) CN(C)S(=O)(=O)c1ccc2c(c1)c(=O)c(C(=O)N1CCOCC1)cn2C
26) CCOCCCNC(=O)C(NC(=O)CC1NC(=O)NC1=O)c1ccc(Cl)cc1 (configuration not stated)
27) CC(C)Cc1cc(C(=O)Nc2ccc(F)cc2F)no1
28) O=C(CN1CCC2(CC1)OCCO2)c1ccc2cc[nH]c2c1
29) O=C(CSc1nc2ccc(Cl)cc2[nH]1)NCc1ccco1
30) COc1cc(C)c(C(C)C)cc1S(=O)(=O)n1cnc(C)c1

screen / no.	25	26	27	28	29	30
Prostate diff	0	4	4	11	7	0
VLA-4 agonist	2	4	4	-4	0	1
Autofluor Jurkat	0.9	0.93	1.1	1.1	0.96	0.93
VLA-4 antagonist	11	9	1	12	0	-20

31) CCOC(=O)C1=C(C)N(C)C(=O)NC1c1cccc(O)c1 (configuration not stated)
32) Cc1ccc(CSc2nnc(Cn3c(=O)sc4ccccc43)n2C)cc1
33) Cc1nn(Cc2ccccc2)c(C)c1NC(=O)c1cc(-c2ccco2)on1
34) COc1cc(C2C(C#N)=C(N)Oc3cc(C)oc(=O)c32)ccc1OC(=O)N1CCOCC1 (configuration not stated)
35) Cn1c(C(=O)NCCc2c[nH]c3ccccc23)cc2sccc21
36) COC(=O)c1ccccc1NC(=O)C1CC=CCC1C(=O)O (configuration not stated)

screen / no.	31	32	33	34	35	36
Prostate diff	9	16	7	3	13	18
VLA-4 agonist	-12	0	2	-5	-5	3
Autofluor Jurkat	0.97	0.96	1.1	1.1	1.1	1
VLA-4 antagonist	-1	12	9	0	3	-7

37) O=C(c1cnc2n(c1=O)CCS2)N(C1CCCCC1)C1CCCCC1
38) Clc1cccc(-c2nnc3sc(-c4ccccc4)nn23)c1
39) Cn1c(Cn2c(=O)sc3ccccc32)nnc1SCC(=O)N1CCCCCC1
40) Cc1nnc2n(-c3ccc(Cl)cc3)c(=O)c3c4c(sc3n12)CN(C)CC4
41) O=C1NCCN1Cc1cccc(Cl)c1
42) COc1ccc(NC(=O)C(F)(OC)C(F)(F)F)c(OC)c1 (configuration not stated)

screen / no.	37	38	39	40	41	42
Prostate diff	4	32*	7	2	8	7
VLA-4 agonist	-2	0	u	10	1	-2
Autofluor Jurkat	0.99	1.1	0.89	1.1	1	1.1
VLA-4 antagonist	6	-19	u	-34	19	2

43) CCN(Cc1nc2ccccc2c(=O)[nH]1)Cc1cc(=O)oc2cc(C)c(C)cc12
44) CCN1CCN(C(c2cccs2)C(C)NC(=O)c2cccc(OC)c2OC)CC1 (configuration not stated)
45) Cc1noc(C)c1S(=O)(=O)N(C)CC(=O)NCc1ccccc1
46) Cc1nc2ccccn2c1/C(O)=C1\C(=O)C(=O)N(CCN2CCOCC2)C1c1cccs1 (configuration not stated)
47) COCCNC(=O)c1ccc(N2CCCCC2)c(NS(=O)(=O)c2ccc(C)cc2)c1
48) O=C(NC1CCN(Cc2ccccc2)CC1)C1CCN(S(=O)(=O)c2cccc3nsnc23)CC1

screen / no.	43	44	45	46	47	48
Prostate diff	4	4	4	6	7	12
VLA-4 agonist	u	u	3	0	0	-5
Autofluor Jurkat	1.6	1.3	1.1	1.1	0.99	0.96
VLA-4 antagonist	u	u	-6	-16	4	3

49) Cc1ccc2oc(=O)n(CCOc3ccccc3Cl)c2c1
50) COc1ccc(NC(=O)CSc2nccn2-c2cccc(OC)c2)cc1
51) C=CC(=C)CC(NC)c1ccccc1 (configuration not stated)
52) CCc1ccccc1N(C)C(=O)CCc1nc(-c2ccc(C)cc2)no1
53) Cc1cc2c(c(Sc3ccccc3)n1)C(=O)OC2
54) O=C(NCc1ccco1)c1c[nH]c2ccc(S(=O)(=O)N3CCOCC3)cc2c1=O

screen / no.	49	50	51	52	53	54
Prostate diff	20	9	7	7	3	1
VLA-4 agonist	-4	-7	u	16	2	u
Autofluor Jurkat	1	1.1	1.1	0.77	1	1.2
VLA-4 antagonist	6	7	u	-34	-13	u

55) O=C(NCc1ccco1)C1CCCCN1S(=O)(=O)c1ccc(F)cc1 (configuration not stated)
56) COCCn1cc(C(=O)N2CCCC(C)C2)c2c3ccccc3n(C)c2c1=O (configuration not stated)
57) O=C(Cn1nc(Cc2cccnc2)c2ccccc2c1=O)NCCCN1CCCC1=O
58) Cn1c(=O)c(=O)n(C)c2cc(S(=O)(=O)N3CCC(N4CCCCC4)CC3)ccc21
59) CN(C)CCNC(=O)c1ccc(CS(=O)(=O)c2ccc(Br)cc2)o1
60) COc1cccc(NC(=O)N(Cc2ccco2)C(C)c2cccs2)c1 (configuration not stated)

screen / no.	55	56	57	58	59	60
Prostate diff	11	28	2	14	11	10
VLA-4 agonist	-2	-3	3	-2	2	-3
Autofluor Jurkat	1.1	1.1	1	0.91	1	0.96
VLA-4 antagonist	-13	4	7	11	-8	-7

61) c1cnc(N2CCN(c3nc4ccccc4n4cnnc34)CC2)nc1
62) O=C(CNS(=O)(=O)c1ccc(Br)s1)N1CCN(c2ncccn2)CC1
63) O=C(c1cnn2c(C(F)F)cc(-c3ccccc3)nc12)N1CCN2CCCC2C1 (configuration not stated)
64) CCOC(=O)c1c(NCc2ccc3c(c2)OCO3)c2ccccc2[nH]c1=O
65) Cc1oc(-c2ccccc2F)nc1CS(=O)(=O)CC(=O)N1CCCCCC1
66) CC(NCCc1ccc(O)cc1)C(O)c1ccc(O)cc1 (configuration not stated)

screen / no.	61	62	63	64	65	66
Prostate diff	1	11	15	27	2	4
VLA-4 agonist	u	5	-2	-4	1	2
Autofluor Jurkat	1.4	1.1	1	0.98	1	0.94
VLA-4 antagonist	u	-24	-10	0	-3	-7

67) Cc1cc(C)n(S(=O)(=O)c2cc(Cl)ccc2Cl)n1
68) CC(=O)c1c(C)nn(C(=O)c2cccs2)c1C
69) CC[N+](CC)(CCO)CCCN1C(=O)C2CC=C(Cl)CC2C1=O (configuration not stated)
70) COc1ccc(N(CC(=O)Nc2cccc(OC)c2)S(=O)(=O)c2c(C)nn(C)c2C)cc1
71) COC(=O)CCC(NC(=O)OCc1ccccc1)C(=O)NC(CC(C)C)C(=O)OC (configuration not stated)
72) CCN(CCCNC(=O)CCc1nc(-c2ccc(OC)cc2)no1)c1cccc(C)c1

screen / no.	67	68	69	70	71	72
Prostate diff	9	4	8	16	9	2
VLA-4 agonist	-3	-2	-3	0	5	-9
Autofluor Jurkat	0.97	0.9	1	1.1	1.1	1.1
VLA-4 antagonist	24	-4	-2	22	-4	10

73) COCCN1Cc2cccc(C(=O)Nc3cccc(OC)c3)c2C1=O
74) Cc1ccc(-c2noc(CCC(=O)Nc3ccc(C)cn3)n2)cc1
75) Cc1ccc(S(=O)(=O)Nc2cc(C(=O)NCCN(C)C)ccc2N2CCCCC2)cc1
76) CCOC(=O)c1cc2c(=O)n3ccccc3nc2n(C(C)C)c1=NC(=O)c1ccncc1
77) CC1CCN(C(=O)CSCC(=O)Nc2nc(-c3cccs3)cs2)CC1

screen / no.	73	74	75	76	77
Prostate diff	8	12	17	1	7
VLA-4 agonist	9	2	-3	1	-7
Autofluor Jurkat	1.1	0.98	0.98	1	1.1
VLA-4 antagonist	-9	-8	17	-5	-8
